Pol beta inh: DNA polymerase beta (human) inhibition | 340,000 compounds, 1.3% hits | Pol beta primer extension/strand displacement, fluorescence kinetic | Potency, µM (top dose mostly 114 µM), for inactives: at the top dose activity change, negative = inhibition, usual class: inhibitors; note: % is set by controls: 0 for no effect and ±100 for the full control effect
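Enzyme-only controls used 10 nM Pol beta; buffer lacking enzyme served as negative control. Compound preincubated 15 min, then 50 nM substrate added; 0 and 10 min reads at room temperature.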
G9a inh: blocks human histone lysine methyltransferase G9a; Potency, µM (titrated, usually from 102 µM), inactives show top-dose activity, negative = inhibition, most hits filed as inhibitors; G9a H3K9 monomethylation, AlphaScreen, 2 h; AID 504332; 350,000 compounds, 8.8% hits; Q96KQ7; note: % is set by controls: 0 for no effect and ±100 for the full control effect; nearly all actives have a fitted effect of over 75% in size
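G9a (20 nM) preincubated 15 min RT with compounds, then 500 nM biotinylated H3K9 peptide and 20 uM SAM added; 2 h RT reaction. Monomethyl-H3K9 product detected by AlphaScreen with anti-H3K9me1 antibody, streptavidin donor and anti-rabbit IgG acceptor beads.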
BAZ2B inh: BAZ2B (human) inhibition; Potency, µM (series often up to 114 µM), for the others: at the top dose activity change, negative = inhibition, most hits filed as inhibitors; 360,000 compounds, 4.4% hits; AlphaScreen BAZ2B-H3K14Ac peptide displacement; note: % is set by controls: 0 for no effect and ±100 for the full control effect; nearly all actives have a fitted effect of over 60% in size
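In this displacement format the biotinylated H3(5-23) peptide acetylated at Lys14 serves as ligand at 50 nM, with BAZ2B at 50 nM in PBS pH 7.4 containing 0.01% Tween-20. Donor and acceptor beads are 10 ug/mL final.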
APEX1 inh: APE1 (human) endonuclease inhibition. 350,000 compounds, 0.35% hits. recombinant APE1, TAMRA/BHQ-2 abasic DNA cleavage fluorescence. P27695. Potency, µM (doses to about 65.8 µM), for inactives: at the top dose activity change, negative = inhibition, actives largely listed as inhibitors;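 note: plate controls were vehicle for no effect and reference inhibitor for full effect; nearly all actives have a fitted effect of over 55% in size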
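0.75 nM APE1 + cpd, 15 min RT; start w/ 50 nM TAMRA/BHQ-2 THF-abasic dsDNA; kinetic fluor 525/598 nm ×3 reads @60 s; Δ(read3−read1); normalized to DMSO and NSC13755 control wells.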
BLM inh: blocks DNA unwinding by human BLM helicase; P54132; recombinant BLM DNA unwinding, fluorescence dequenching; Potency, µM (titrated, usually from 56.1 µM), without a hit: at the top dose activity change, negative = inhibition, hits mostly inhibitors; 350,000 compounds, 0.2% hits; AID 2528;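 note: plate controls were vehicle for no effect and no enzyme for full effect; nearly all actives have a fitted effect of over 35% in size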
Target sequence (P54132 whole entry, looked up): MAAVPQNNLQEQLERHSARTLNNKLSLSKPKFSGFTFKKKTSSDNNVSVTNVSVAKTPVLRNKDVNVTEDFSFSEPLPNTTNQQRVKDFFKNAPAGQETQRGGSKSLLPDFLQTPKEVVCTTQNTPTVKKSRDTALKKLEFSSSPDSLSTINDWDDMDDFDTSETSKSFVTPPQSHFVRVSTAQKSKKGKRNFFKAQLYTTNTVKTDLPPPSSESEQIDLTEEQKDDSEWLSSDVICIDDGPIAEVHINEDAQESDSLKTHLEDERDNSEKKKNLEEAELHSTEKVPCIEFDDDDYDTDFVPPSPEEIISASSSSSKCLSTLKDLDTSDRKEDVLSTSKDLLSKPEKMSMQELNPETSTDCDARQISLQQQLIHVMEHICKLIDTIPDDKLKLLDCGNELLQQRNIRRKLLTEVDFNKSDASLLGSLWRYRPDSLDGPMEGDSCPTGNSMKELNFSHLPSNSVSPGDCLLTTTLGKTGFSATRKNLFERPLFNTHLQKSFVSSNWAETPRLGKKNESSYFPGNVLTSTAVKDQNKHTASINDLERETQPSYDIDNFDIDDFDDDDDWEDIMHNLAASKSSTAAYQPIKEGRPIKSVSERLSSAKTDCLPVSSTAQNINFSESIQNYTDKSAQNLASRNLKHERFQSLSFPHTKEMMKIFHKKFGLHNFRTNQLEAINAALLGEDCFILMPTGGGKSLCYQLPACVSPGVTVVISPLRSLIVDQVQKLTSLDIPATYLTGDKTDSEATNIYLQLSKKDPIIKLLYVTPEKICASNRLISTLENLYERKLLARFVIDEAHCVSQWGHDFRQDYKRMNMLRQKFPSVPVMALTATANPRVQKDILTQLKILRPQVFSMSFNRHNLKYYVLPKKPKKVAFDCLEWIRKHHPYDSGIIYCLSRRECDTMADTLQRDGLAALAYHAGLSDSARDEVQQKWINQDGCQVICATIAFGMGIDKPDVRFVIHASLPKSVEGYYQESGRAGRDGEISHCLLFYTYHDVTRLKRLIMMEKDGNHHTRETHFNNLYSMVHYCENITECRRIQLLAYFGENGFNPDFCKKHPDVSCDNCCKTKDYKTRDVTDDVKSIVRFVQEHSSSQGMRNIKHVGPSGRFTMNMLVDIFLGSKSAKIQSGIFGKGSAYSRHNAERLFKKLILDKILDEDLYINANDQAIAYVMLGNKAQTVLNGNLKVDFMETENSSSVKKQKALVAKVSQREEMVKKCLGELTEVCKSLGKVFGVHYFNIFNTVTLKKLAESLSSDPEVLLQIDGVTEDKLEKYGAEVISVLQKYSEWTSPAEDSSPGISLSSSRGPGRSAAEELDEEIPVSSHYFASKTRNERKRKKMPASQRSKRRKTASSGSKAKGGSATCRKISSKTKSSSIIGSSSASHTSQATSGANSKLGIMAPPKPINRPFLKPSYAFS
POLH inh: DNA polymerase eta (human) inhibition; recombinant Pol eta, fluorescent DNA replication assay; Potency, µM (highest dose often 114 µM), without a hit: top-dose activity change, negative = inhibition, hits mostly inhibitors; 390,000 compounds, 1.2% hits; note: % is set by controls: 0 for no effect and ±100 for the full control effect
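Pol eta at 10 nM preincubated with compounds 15 min at room temperature; reaction started with fluorescent substrate (50 nM final) and read kinetically at 0 and 10 min.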
Anesthetic bind: binds horse apoferritin like a general anesthetic | P02791 | apoferritin/1-aminoanthracene competitive binding, fluorescence | Potency, µM (top dose mostly 77.5 µM), for the others: at the highest dose activity change, negative = displacement, actives largely listed as inhibitors | 350,000 compounds, 0.074% hits; note: % is set by controls: 0 for no effect and ±100 for the full control effect; nearly all actives have a fitted effect of over 20% in size
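Steps: apoferritin (10 uM) was premixed with half-saturated 1-AMA in PBS, compounds were pin-transferred, plates stood 10 min at room temperature, fluorescence was read at 380/535 nm, and curves were fitted with a Hill equation.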
POLK inh: blocks human DNA polymerase kappa activity. purified Pol kappa, fluorescent DNA synthesis assay, 10 min. Potency, µM (doses to about 107 µM), inactives show at the top dose activity, negative = inhibition, hits mostly inhibitors. 400,000 compounds, 0.53% hits. AID 588579; note: % is set by controls: 0 for no effect and ±100 for the full control effect
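Pol kappa 10 nM + cpd, 15 min RT; start w/ substrate 50 nM final; fluorescence kinetic read, 0 and 10 min. Neg ctrl: buffer, no enzyme.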
POLI inh: blocks human DNA polymerase iota activity; Potency, µM (doses to about 115 µM), without a hit: at the top dose activity, negative = inhibition, most hits filed as inhibitors; Q9UNA4; 390,000 compounds, 1% hits; Pol iota fluorescent replication assay, 10 min; AID 588590
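Pol iota at 10 nM preincubated 15 min with compounds at room temperature; reaction started with fluorescent substrate, 50 nM final. Fluorescence read kinetically at 0 and 10 min; buffer-only wells as negative control.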
* hit, by the source's call; ? = inconclusive; / = no result given; & = joins results of further samples; [ ] = remark or other dose. Calls come from the whole dose curve; as a rule, active = well fitted curve in the direction sought with a large enough effect; inconclusive = small, poorly fitted or top-dose-only effect, or another doubt; inactive = no such curve, though single readings can be large; an effect the other way counts as inactive or inconclusive. Potency is the fitted concentration of half-maximal effect. An excerpt; rates above refer to the full screens.

Results follow in this order: Anesthetic bind | POLK inh | Pol beta inh | APEX1 inh | G9a inh | POLI inh | BLM inh | POLH inh | BAZ2B inh
1. COCCn1c(SCC(=O)Nc2ccc(C(C)=O)cc2)nnc1-c1ccco1
→ -2.2% | -1.5% | 9.3% | 6.8% | 15.5% | 92.8%[activator] | -0.6% | 0.8% | -1.3%
2. CC(=O)N1CCN(c2ccccc2NC(=O)COc2cc(C)cc(C)c2)CC1
→ -6.6% | -14.0% | -27.1% | 24.0%[12.4 µM] | -5.3%[59 µM] | 120.7%[activator] | 2.8% | -16.7% | -3.3%
3. CC(C)CC(NC(=O)C1CCCN1C(=O)OC(C)(C)C)C(=O)NCC(N)=O (stereo unspecified)
→ -6.5% | -2.0% | -13.5% | 7.9% | 0.5%[59 µM] | 6.7% | 1.5% | -10.5% | -21.9%
4. Cc1cccc(NC(=O)Nc2cccc(C#N)c2)n1
→ -8.2% | 1.6% | 12.4% | -3.9% | 0.9% | 9.2% | -0.4% | -8.8% | -5.0%
5. CCCC(c1nnnn1C(C)(C)C)N1CCN(C(=O)c2ccco2)CC1 (stereo unspecified)
→ -0.3% | -18.1% | 10.8% | 27.4% | / | 22.8% | -2.5% | -11.3% | ?
6. Cc1ccccc1NC(=O)C(c1ccccc1)C1CCCC1 (stereo unspecified)
→ -23.1% | 1.9% | -0.4% | 1.0% | -2.1%[59 µM] | 65.4%[activator] | -2.5% | -16.0% | ?
7. COc1ccc(-c2csc(N(Cc3ccccc3)C(=O)COc3ccc(Cl)cc3)n2)cc1
→ -5.6% | -1.7% | 17.8% | 5.5% | 21.9%[59 µM] | 3.0% | -0.1% | -5.0% | 6.4%
8. N#C/C(=C\c1ccco1)C(=O)NCc1ccccc1
→ -23.9% | -0.9% | 3.4% | -11.1% | 4.7% | -14.5% | -4.7% | -5.1% | -14.3%
9. Cc1nn(S(=O)(=O)c2ccc(F)cc2)c(C)c1S(=O)(=O)N1CCOCC1
→ 18.8% | 0.4% | 21.1% | 85.8%[activator] | 35.5µM* | 14.3% | 1.3% | -18.6% | ?
10. COc1ccc(CCNC(=O)c2ccc3c(c2)NC(=O)C(N2CCOCC2)S3)cc1OC (stereo unspecified)
→ -18.6% | -5.9% | 21.3% | -9.1% | -18.1%[59 µM] | -8.4% | 2.0% | 1.1% | -3.2%
11. CC(C)c1ccc(NC(=O)COc2ccc(C3SCCS3)cc2)cc1
→ -13.2% | 1.2% | -1.1% | -1.7% | 1.3% | -15.0%[58.9 µM] | -4.9% | -21.2% | -3.3%
12. CCC(=O)Nc1nc(CC(=O)Nc2ccccc2OC)cs1
→ -2.2% | 0.9% | 36.9% | 13.1% | -3.2%[59 µM] | 7.8% | 4.1% | -12.3% | -7.1%
13. O=C(NCC1COc2ccccc2O1)C1CCN(S(=O)(=O)c2ccccc2)CC1 (stereo unspecified)
→ / | -8.7% | / | 24.3% | / | 24.6% | / | -24.2% | /
14. CCC(CC)NC(=O)c1cc([N+](=O)[O-])ccc1N1CCOCC1
→ -4.1% | -1.8% | 31.2%[57.1 µM] | -4.5% | -16.4% | 15.0% | 2.9% | -9.7% | 1.3%
15. CCOC(=O)c1cc(-c2ccc(C)c([N+](=O)[O-])c2)nc2c1c(=O)n(C)c(=O)n2C
→ -8.8% | / | -9.3% | 1.1% | 6.7%[12.7 µM] | / | -12.0% | / | -23.4%
16. COc1cccc(C(=O)Nc2cc3c(cc2C(C)=O)OCCO3)c1
→ -6.3% | -7.8% | ? | -2.2% | 101.7%[activator][59 µM] | 10.0% | -3.5% | -10.0% | 42.0%[activator]
17. Cc1ccc(/C=C(\C#N)C(=O)NCC2CCCO2)o1 (stereo unspecified)
→ -11.8% | -16.1%[60.1 µM] | -4.3% | 2.9% | 34.5%[59 µM] | 0.8% | 1.6% | 0.7% | -4.5%
18. COc1cccc(C2=NOC(C(=O)Nc3ccc(C(C)=O)cc3)C2)c1 (stereo unspecified)
→ 8.7% | -9.2% | 4.7% | 2.2% | 2.9%[59 µM] | 12.7% | -0.1% | -2.4% | 6.5%
19. O=C(NCC1CCCCC1)c1cccc(S(=O)(=O)N2CCCC2)c1
→ / | -22.7% | / | -7.8% | -9.7%[12.7 µM] | 4.7% | / | -7.7% | 2.7%
20. COc1ccnc(NCc2cccnc2)c1C#N
→ -9.0% | -12.4% | 18.5% | -0.2% | -5.7%[2.33 µM] | 11.4% | -0.4% | -11.8% | 13.7%
21. O=C(O)COCC(=O)N1CCN(C2c3ccccc3-c3ccccc32)CC1
→ 3.7% | 9.9% | -1.9% | -4.5% | -22.7% | ? | -9.3% | -11.0% | -9.5%
22. CCNC(=S)NNC(=O)c1cc(C2CC2)nc2ccccc12
→ -6.2% | -18.3% | 4.8% | -2.2% | 17.5% | 6.9%[58.9 µM] | 2.1% | -6.7% | -1.4%[57.1 µM]
23. CC(C(=O)Nc1ccc(Cl)cc1)c1ncc(C(F)(F)F)cc1Cl (stereo unspecified)
→ 0.8% | 4.5% | 0.2% | ? | -12.0%[12.7 µM] | ? | -2.8% | 4.4% | 4.7%
24. CCOC(=O)c1cn(-c2ccc([N+](=O)[O-])cc2)c2cc(Cl)c([N+](=O)[O-])cc2c1=O
→ -10.9% | -11.8% | -0.6% | 1.7% | 12.4%[59 µM] | 9.3% | 3.4% | -8.9% | 9.4%
25. NC(=O)c1ccc(NC(=O)CNCc2ccccc2Cl)cc1
→ -0.5% | 8.4% | 1.7% | 59.6% | -35.6% | 79.4%[activator] | -3.5% | -21.3% | -1.0%
26. CCOc1cc(CNC(=O)c2ccc3c(c2)N(C)C(=O)C2CCCCN32)ccc1OC (stereo unspecified)
→ -17.2% | -9.7%[60.1 µM] | 3.0% | / | 1.0%[59 µM] | -11.4% | 0.2% | -1.8% | -14.3%
27. CCCCc1ccc(/C=C2/C(=O)ON=C2c2ccccc2)s1
→ -17.3% | -18.3% | -0.5% | 3.8% | -4.5%[59 µM] | -14.5% | -18.0% | -6.7% | 12.1%
28. Nc1ccc(-c2n[nH]c(=O)c3ccccc23)cc1N
→ 0.1% | -10.6% | ? | -1.7% | 8.91µM* | 17.1% | -1.8% | 1.8% | -11.5%
29. Cc1ccccc1CNS(=O)(=O)c1ccccc1[N+](=O)[O-]
→ ? | -8.8% | 27.6% | 4.6% | -27.1% | 83.3%[activator] | -7.0% | -11.3% | -18.4%
30. CCOc1ccc(NC(=O)C(CC(=O)O)Cc2ccccc2)cc1 (stereo unspecified)
→ -6.2% | -2.5% | 9.2% | 2.0% | -0.9% | 8.0% | -4.1% | -7.3% | -16.9%

Two compounds from above, showing only POLK inh:
| cpd | smiles | POLK inh |
| --- | --- | --- |
| 2 | CC(=O)N1CCN(c2ccccc2NC(=O)COc2cc(C)cc(C)c2)CC1 | -14.0% |
| 3 | CC(C)CC(NC(=O)C1CCCN1C(=O)OC(C)(C)C)C(=O)NCC(N)=O (stereo unspecified) | -2.0% |

(list continues)
Results follow in this order: Anesthetic bind | POLK inh | Pol beta inh | APEX1 inh | G9a inh | POLI inh | BLM inh | POLH inh | BAZ2B inh
31. CC(C)[C@H](NC(=O)[C@H](CC(=O)O)NC(=O)CNC(=O)[C@@H](N)CCCN=C(N)N)C(=O)O
→ -5.3% | 11.9%[60.1 µM] | / | -0.2% | / | / | -2.7% | / | /
32. COc1ccc(/C=C/C(=O)NCC(=O)N=Nc2c(O)[nH]c3ccc([N+](=O)[O-])cc23)cc1
→ -13.7% | -5.9% | 50.1µM* | ? | ? | 33.6%[activator] | ? | 35.5µM* | 79.4µM*
33. O=C(Cn1ncc2c([nH]c3ccccc32)c1=O)Nc1cccnc1
→ -2.2% | 8.0% | 6.7% | -6.4% | / | -4.0% | -3.4% | 0.1% | -21.9%
34. Cc1ccc2c(c1)C(=O)CC1(CCCC1)O2
→ 0.1% | 10.9% | 1.3% | 23.7% | -3.7%[12.7 µM] | 28.4% | -3.3% | -11.5% | 13.2%
35. Cc1ccc(OCc2nnc(SCC(=O)Nc3nccs3)n2-c2ccccc2)cc1C
→ -3.8% | -3.7% | -3.2% | -0.6% | -11.0%[12.7 µM] | 3.9% | 0.0% | -1.3% | -4.8%
36. O=C(CCN1C(=O)COc2ccccc21)NCCN1CCN(c2ccccc2F)CC1
→ -17.7% | 4.8% | ? | 3.7% | 0.3% | 27.7% | 0.7% | -4.6% | 1.6%
37. Cc1ccc(C(=O)NC2CC(C)(C)NC(C)(C)C2)cc1C
→ -10.6% | 0.8% | 27.9% | -6.1% | ? | 23.1% | 4.2% | -0.6% | 6.8%
38. CN(C)/C=N/c1cc(=O)[nH]c(=O)n1C
→ 2.1%&1.4% | -1.3% | 3.6% | 7.8%&9.8% | -0.8% | 42.2%[activator] | 7.3%&-1.5% | -12.7% | -23.1%
39. c1ccc(-c2cc3c(ccc4nonc43)nn2)cc1
→ -13.6% | 1.1% | 37.0% | 3.8% | -9.7%[59 µM] | -5.0% | -1.5% | -12.0% | 0.9%
40. O=C1Nc2ccccc2N(O)N1c1cc(-c2cccc(Cl)c2)no1
→ -17.1% | -11.1% | 4.5% | 3.6% | -41.7%[59 µM] | 2.0% | -0.2% | -3.8% | -32.9%
41. COc1ccc(CN2C(=O)c3ccccc3C(/C=N/OCc3ccc(Cl)cc3)C2=O)cc1 (stereo unspecified)
→ 1.2% | -13.9% | 35.6%[activator] | ? | 23.1%[59 µM] | 12.4% | -10.4% | -13.7% | 3.7%
42. COc1ccc(CCNC(=O)c2cn(C)c3ccc(S(=O)(=O)N4CCOCC4)cc3c2=O)cc1OC
→ -15.0%&-13.3% | 7.5%&1.3% | 35.1%&-9.4% | 54.6% | -32.7% | 15.3%&49.1% | -1.8%&-5.3% | -6.1%&-14.3% | -3.6%
43. Cc1cccc(NC(=O)c2cc([N+](=O)[O-])ccc2Cl)c1O
→ -4.4% | -1.8% | -24.5% | 2.4% | ? | 86.7%[activator] | -4.0% | -11.8% | -24.5%
44. CCOC(=O)N1CCN(C(=O)CN(C)S(=O)(=O)c2ccc3c(c2)C(C)(C)C(=O)N3C)CC1
→ -4.2% | -12.7% | 20.7% | 3.8% | 11.3% | 37.9%[activator] | 0.0% | -0.5% | -3.9%
45. CCCCC(=O)N(c1ccc(C(=O)O)cc1)c1nc(-c2ccc(Cl)cc2)c(CC)s1
→ -2.6% | 6.6% | 32.7% | 2.0% | ? | -7.3% | -4.2% | ? | -16.7%

Source: PubChem (National Center for Advancing Translational Sciences (NCATS))
